# HTR5A inv ag – counter-screen for OPRM1-OPRD1 inverse agonists: human HTR5A inverse agonism; P47898; 0.083% of 340,000 active; inhibition, % at 9.3 µM; HTR5A cell line, luminescence; in the data active = inhibition mostly above about 23%, no sharp cut-off; inactive = mostly below about 18%;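 also: 0% = cells with DMSO and 100% = no-cell wells with DMSO; some compounds called inactive have numbers as strong as hits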
# E coli growth – counter-screen for AddAB inhibitors: E. coli growth inhibition | inhibition, % at 11.9 µM | 0.27% of 330,000 active | E. coli V3065 growth, OD600 absorbance, 18 h | AID 449728;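 active = inhibition above the campaign's mean inhibition across all tested compounds plus 3 SD, cut at about 9.9% in these data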;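 also: uninfected addAB+ strain grown without phage in ampicillin broth; 0% = DMSO wells and 100% = ciprofloxacin 0.95 µg/ml wells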
# SUMO Mot1 rescue – SUMOylation pathway inhibition by Mot1-301 growth rescue; S. cerevisiae Mot1-301 growth rescue, ATP luminescence, 38.5C; percent above DMSO median, 100 means doubled; growth rescue, % at 18.8 µM; 1% of 320,000 active;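 active = every valid replicate shows activation above 250% relative to neutral control wells; inactive = the rest, any valid replicate at or below 250%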;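 also: OY570 slx delta 5 strain wells were the positive control but not used for scaling; some compounds called inactive have numbers as strong as hits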
# OPRM1-OPRD1 ag – agonists of human mu-delta opioid receptor heterodimerization. AID 504326. activation, % at 9.3 µM. P35372+P41143. cells, OPRM1-OPRD1 heterodimerization, luminescence. 0.3% of 340,000 active; in the data active = activation above about 18%;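 also: 0% = vehicle-treated cells and 100% = reference agonist; values of inactives mirror those of a sister screen read the other way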
# Target sequence (P35372 whole entry, looked up): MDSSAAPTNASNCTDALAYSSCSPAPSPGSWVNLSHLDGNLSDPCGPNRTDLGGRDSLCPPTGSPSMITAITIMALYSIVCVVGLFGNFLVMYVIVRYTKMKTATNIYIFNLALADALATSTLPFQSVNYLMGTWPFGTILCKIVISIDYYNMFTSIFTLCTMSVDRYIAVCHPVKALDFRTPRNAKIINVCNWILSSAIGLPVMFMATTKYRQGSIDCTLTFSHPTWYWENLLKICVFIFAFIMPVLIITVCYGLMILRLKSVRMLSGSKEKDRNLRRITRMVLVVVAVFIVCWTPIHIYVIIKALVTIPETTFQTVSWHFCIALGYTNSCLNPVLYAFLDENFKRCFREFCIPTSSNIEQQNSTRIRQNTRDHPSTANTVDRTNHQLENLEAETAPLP
# Target sequence (P41143 whole entry, looked up): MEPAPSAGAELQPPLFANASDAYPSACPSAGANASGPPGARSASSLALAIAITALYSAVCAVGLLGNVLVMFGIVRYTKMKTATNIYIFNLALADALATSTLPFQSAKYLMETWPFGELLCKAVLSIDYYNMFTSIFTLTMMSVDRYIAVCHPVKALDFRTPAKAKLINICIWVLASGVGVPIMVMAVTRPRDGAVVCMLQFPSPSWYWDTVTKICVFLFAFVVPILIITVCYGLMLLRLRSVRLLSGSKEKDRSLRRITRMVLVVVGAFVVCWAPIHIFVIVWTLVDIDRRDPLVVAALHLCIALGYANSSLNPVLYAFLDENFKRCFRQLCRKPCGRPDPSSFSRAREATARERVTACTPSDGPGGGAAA
# PfHsp90 set2 – inhibits growth of yeast expressing Plasmodium falciparum Hsp90. S. cerevisiae expressing PfHsp90, BacTiter-Glo ATP, 48 h; yeast lacking PDR1 and PDR3 efflux regulators. inhibition, % at 9.4 µM. 0.32% of 310,000 active. AID 504621;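 active = every replicate shows inhibition above about 80%, whatever the replicate mean, limit read from the data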;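 also: 0% = DMSO neutral controls and 100% = 20 µM radicicol positive controls; yeast relying on Plasmodium falciparum Hsp90 in place of its own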
# PKA-R1A activ – activates the PKA-R1A holoenzyme complex; P00514+P68181; 0.083% of 340,000 active; AID 504707; PKA-R1A dissociation, Cy5-IP20 fluorescence polarization; scaled: DMSO 0%, 113 µM cGMP 100%; activation, % at 11.4 µM;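 active = percent activation above the mean of all tested compounds plus 3 SD, cut at about 19% in these data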;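 also: higher means more PKAc released from R1A so a rise in polarization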
# phage Ecoli inh – E. coli growth loss with phage present; inhibition, % at 11.9 µM; 0.26% of 360,000 active; growth absorbance; AID 651602; in the data active = inhibition above about 11%
# Tat transport – blocks Tat-dependent protein export in E. coli; inhibition, % at 10 µM; AID 488895; E. coli MC4100 TorA-mCherry Tat export, fluorescence; 0.036% of 340,000 active;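 active = mean replicate inhibition at least 50% and at least half of replicates individually reaching 50%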;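 also: exported cargo escapes ClpAP degradation while cytoplasmic cargo is degraded and loses fluorescence; 0% = median of neutral control wells and 100% = median of NaSCN control wells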
# OPRM1-OPRD1 inv – inverse agonists of human mu-delta opioid receptor heterodimerization; 0.21% of 340,000 active; cell-based MOR-DOR heterodimer luminescence, inverse agonism; P35372+P41143; inhibition, % at 9.3 µM; in the data active = inhibition above about 22%, passing the limit was not always enough;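 also: 0% = cells with DMSO and 100% = wells without cells with DMSO; values of inactives mirror those of a sister screen read the other way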
# AddAB inh – less growth of phage-infected E. coli with AddAB. E. coli expressing H. pylori AddAB, absorbance growth. inhibition, % at 11.9 µM. 0.29% of 330,000 active; in the data active = inhibition above about 12%;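 also: 0% = vehicle wells of infected cells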
# PKA-R2B act – PKA-R2B complex activation; P22694+P31323; PKA-R2B holoenzyme dissociation, Cy5-IP20 fluorescence polarization; R2B truncated from residue 108, S112A mutant; 0% DMSO only, 100% 113 µM cGMP; activation, % at 11.4 µM; 0.079% of 340,000 active; AID 504700;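 active = activation above a cutoff set at the mean over all compounds plus 3 SD, cut at about 18% in these data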;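 also: higher means more holoenzyme dissociation and a rise in polarization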
# An asterisk follows results filed as active; / = no result given.
SMILES,HTR5A inv ag,E coli growth,SUMO Mot1 rescue,OPRM1-OPRD1 ag,PfHsp90 set2,PKA-R1A activ,phage Ecoli inh,Tat transport,OPRM1-OPRD1 inv,AddAB inh,PKA-R2B act
CN(CC(=O)Nc1ccc(F)cc1)C(=O)CN1C(=O)NC2(CCCC2)C1=O,-10,/,/,-2.0,2,-8,-0.1,-7,10,/,-2
O=C(COC(=O)c1ccc(O)cc1)NC(c1ccccc1)c1ccccc1,-3,-0.3,-3,-2.1,14,-6,2.9,-2,11,-0.2,1
CS(=O)(=O)N(CC(=O)Nc1ccc(CC#N)cc1)c1ccc(C23CC4CC(CC(C4)C2)C3)cc1,0,-0.9,4,2.5,-26,-8,3.9,-1,-14,-1.6,-10
CCc1ccc(N2C(=O)C3C4CCC(C4=C(C)C)C3C2=O)cc1 (stereo unspecified),-4,0.3,25,2.8,-23,4,0.2,-5,-15,0.9,-2
CC1Cc2ccccc2N1C(=O)c1cc2sccc2n1Cc1ccc(F)cc1 (stereo unspecified),-11,2.0,4,-1.1,5,-6,2.8,2,6,1.4,1
CC1(C)NC(=O)N(CC(O)COc2ccc(-c3ccc(C#N)cc3)cc2)C1=O (stereo unspecified),23,-1.1,-16,-1.8,/,-2,4.4,-3,9,-0.1,2
Cc1ccccc1S(=O)(=O)Nc1nc2ccccc2nc1NCCO,-3,0.2,-8,-1.2,6,-5,0.3,-2,7,1.0,6
Cc1cccc(NC(=O)CN2C(=O)S/C(=C\c3ccc(-c4cccc(C(=O)O)c4C)o3)C2=O)c1,/,-1.6,-5,/,2,/,3.7,-9,/,0.5,/
Cc1cc(=O)oc2cc(OCC(=O)NCCN3CCOCC3)ccc12,-13,0.3,-18,-2.7,8,-2,0.3,5,13,2.8,-7
CC(=O)Nc1c(C)ccc(CNC(=O)COc2ccc(F)cc2)c1C,7,1.6,4,-0.5,8,-5,4.2,-4,4,1.8,-5
O=C(Nc1ccc(N2CCN(C(=O)c3cccs3)CC2)cc1)c1ccco1,6,1.3,1,0.4,21,-2,1.0,-6,-3,3.0,0
COc1cccc(C(=O)N2CCN(C(=O)COc3ccc4ccccc4c3)CC2)c1,-8,-3.8,-7,-0.4,28,-10,-1.9,6,3,-0.4,-2
Cc1oc(=O)c(NC(=O)c2ccc(Cl)cc2)cc1C(=O)c1ccccc1,-10,1.6,242,-2.8,59,-16,3.9,0,14,0.8,-13
CC(=O)c1ccc(OCC(=O)NCC2(N3CCCCC3)CCCCC2)cc1,-30,-0.4,-14,-0.8,4,2,3.0,4,4,0.8,3
COc1ccccc1CNS(=O)(=O)c1ccc2c(c1)CC(=O)N2C,-11,-1.1,-6,-0.6,-17,9,1.8,-6,3,-1.1,0
CC(=O)Cn1ncc(N2CCOCC2)cc1=O,7,-2.1,-15,-4.2,-5,3,1.6,0,23,-0.1,-1
CCOc1ccc(S(=O)(=O)Nc2ccc(C(=O)NCCCN3CCOCC3)cc2)cc1,7,-1.4,-1,-0.7,1,4,2.6,21,4,-0.2,-12
CCCSC1=N/C(=C/c2ccsc2)C(=O)N1c1ccccc1,11,-1.3,-15,-0.8,8,-6,4.3,5,5,1.4,2
Cc1ccc(C2N(c3ccc(Cl)c(Cl)c3)C(=O)C3CCCN32)o1 (stereo unspecified),-11,-1.2,8,-1.4,15,-4,3.9,-3,8,1.8,0
CCCCCCn1c(NCC)nc2c1c(=O)[nH]c(=O)n2C,-23,0.5,3,-1.6,-4,0,2.0,6,9,-1.2,3
COc1ccccc1C(=O)N(CCC1CCCN1C)c1nc2ccccc2s1 (stereo unspecified),4,1.3,106,1.5,/,-4,0.1,10,-8,0.5,-7
COc1cc(/C=C2\SC(=S)N(NC(=O)c3ccc(O)cc3)C2=O)ccc1O,22,1.7,120,-5.8,23,-1,6.6,4,30,5.0,2
CCCNC(=O)c1ccccc1NC(=O)c1ccc2c(c1)NC(=O)C(C)S2 (stereo unspecified),2,-0.1,1,-6.1,0,-5,-0.2,9,20,3.7,0
C[C@H](CO)N1C[C@H](C)[C@@H](CN(C)C(=O)NC2CCCCC2)Oc2ccc(NC(=O)C3CCCCC3)cc2C1=O,-37,1.0,-2,-1.6,-1,-10,4.1,-7,9,0.9,-15
O=C(CSc1ncnc2ccccc12)c1ccco1,-9,0.4,15,-1.4,/,-9,/,-7,7,0.7,-4
O=C(c1cnn(C(=O)c2ccco2)c1)c1cc(F)ccc1O,15,1.6,47,-1.8,8,-6,2.0,-2,7,2.0,5
COc1ccccc1NC(=O)C(C)OC(=O)C(C)SCC(=O)Nc1ccc(C)cc1 (stereo unspecified),14,/,/,-0.6,/,-17,1.2,7,4,/,2
Cc1ccc(NC(=S)N2CCCC2)cc1,-4,0.1,1,-0.4,1,8,3.5,1,3,6.1,-2
O=C(c1ccc(C(F)(F)F)n(Cc2ccc(Cl)cc2)c1=O)N1CCOCC1,-5,1.4,-6,-0.9,9,7,-0.2,8,4,-0.7,3
Cc1cccc(CNC(=O)C2CCC(=O)N(C3CCCC3)C2)c1 (stereo unspecified),-17,-1.9,12,-1.5,13,1,0.7,7,8,-1.4,8

# Retrieved one by one from above:
SMILES,HTR5A inv ag,E coli growth,SUMO Mot1 rescue,OPRM1-OPRD1 ag,PfHsp90 set2,PKA-R1A activ,phage Ecoli inh,Tat transport,OPRM1-OPRD1 inv,AddAB inh,PKA-R2B act
O=C(c1cnn(C(=O)c2ccco2)c1)c1cc(F)ccc1O,15,1.6,47,-1.8,8,-6,2.0,-2,7,2.0,5
Cc1ccc(NC(=S)N2CCCC2)cc1,-4,0.1,1,-0.4,1,8,3.5,1,3,6.1,-2

# Next part
SMILES,HTR5A inv ag,E coli growth,SUMO Mot1 rescue,OPRM1-OPRD1 ag,PfHsp90 set2,PKA-R1A activ,phage Ecoli inh,Tat transport,OPRM1-OPRD1 inv,AddAB inh,PKA-R2B act
Cc1cccc(NC(=O)/C=C/c2ccc3c(c2)OCO3)n1,-10,1.3,149,-0.9,-10,-4,2.9,-2,5,2.2,-9
OC[C@@H]1[C@@H](c2ccccc2)C(c2ccc(F)cc2)=NN1c1ccccc1,-13,2.7,/,6.6,-56,-4,/,11,-32,0.6,-13
CC[C@](C)(O)c1cc2ccccc2c(=O)o1,-14,0.1,32,-1.7,3,2,2.0,-4,10,4.6,2
c1ccc(CN2CCOCCOCCOCCOCC2)cc1,11,-1.3,2,-3.4,11,-7,0.7,-1,17,2.2,-6
CCOC(=O)N1CCN(c2ccc(Cl)c(Cl)c2)CC1,-25,2.0,2,0.6,-17,-11,3.2,19,-3,1.2,-7
COc1cccc(CNc2ccccc2O)c1OCc1ccccc1F,-11,1.9,-7,7.2,5,1,2.4,0,-37,1.5,-9
O=C(N/N=C\c1ccncc1)c1ccc(Br)s1,3,/,-24,-1.4,-8,-10,3.1,-3,9,/,-1
C=CCSC1=N/C(=C\C=C\c2ccco2)C(=O)S1,14,-1.1,27,4.5,17,-3,1.6,-11,-26,0.9,-9
O=C(CCn1cncn1)N1CCCC(N2CCN(c3cccc(C(F)(F)F)c3)CC2)C1 (stereo unspecified),4,1.2,-20,-2.2,-13,-2,0.5,-4,7,4.4,-13
COc1ccccc1NC(=O)COC(=O)c1ccc(N2CCCC2=O)cc1,5,1.4,-11,-3.1,-3,-10,0.1,7,13,0.3,0
COc1ccc(OC)c(NC(=O)c2ccc(OCC(=O)N3CCOCC3)c(OC)c2)c1,-9,-0.1,28,0.4,-25,-5,3.7,0,-2,-0.2,-6
CC(C)CN(C(=O)CN1CCN(c2ccc(O)cc2)CC1)c1c(N)n(CC(C)C)c(=O)[nH]c1=O,-29,-2.8,1,0.3,14,-5,-0.6,-4,-2,-0.6,-16
COc1ccc(NC(=S)N2CCN(C(=O)C3CCCO3)CC2)c(OC)c1 (stereo unspecified),-7,-0.9,-7,-2.5,44,6,6.1,6,12,2.5,-5
Nc1ccc(C(=O)OCCCc2nc3ccccc3[nH]2)cc1,-6,1.0,8,-3.4,6,-8,3.6,-11,19,0.3,-1
COc1ccc(C2CC(=O)NC3=C2C(=O)CCC3)cc1Cl (stereo unspecified),-26,-0.3,-12,-1.2,6,-13,0.5,-13,5,5.6,2
Cc1ccc(C)c(OCC(=O)NC2CCCCCC2)c1,4,-2.0,5,3.0,/,-2,2.7,3,-17,0.1,3
CC(C)CCNC(=O)c1ccccc1NC(=O)C1=CSCCO1,24,0.4,7,-1.0,-26,-6,0.8,0,5,4.7,0
CS(=O)(=O)N1CCC(Oc2ccccc2C(=O)N2CCC[C@H]2CO)CC1,9,1.3,-10,-3.5,1,-2,1.3,-4,19,0.3,3
C=CCNc1cc(C)oc(=O)c1C(=O)CC,-6,-3.9,0,-3.9,-24,5,3.6,9,19,-0.6,-9
CCn1c(/C=C/c2ccc(F)cc2)nc2ccccc2c1=O,-1,2.9,-5,-1.6,-6,1,0.6,-9,7,1.8,-2
CCOC(=O)C1CCCN(C(=O)c2ccc(-c3ccccc3Cl)o2)C1 (stereo unspecified),-8,/,/,4.0,/,0,-2.8,11,-25,/,8
COc1ccc2[nH]c3c(N4CCc5ccccc5C4)ncnc3c2c1,-21,4.3,-11,20*,5,5,3.8,-1,-99,4.3,-3
Cc1cc(C)cc(N(CC(=O)N2CC=C(c3ccccc3)CC2)S(=O)(=O)c2c(C)noc2C)c1,-20,-0.9,-5,9.7,6,4,1.1,32,-49,1.4,2
COc1ccc(CC(=O)N2CC(C)CC(C)C2)cc1OC (stereo unspecified),0,0.5,7,-1.1,-3,2,1.9,-2,6,-1.7,6
O=C(NCCc1ccccc1)c1ccc(-c2ccc(F)cc2)o1,-1,1.7,-4,5.4,/,-6,4.6,22,-28,1.7,-10
COc1cccc2c1Oc1ncccc1N(C(=O)CCC(=O)NCc1ccccc1Cl)C2,-18,1.3,0,-4.2,-2,-8,0.5,-3,21,0.9,-8
CCc1ccc(C(=O)CSc2nc(C)cc(=O)[nH]2)cc1,-9,0.7,10,-3.6,1,-8,2.1,-3,17,0.2,-11
COc1ccc(NC(=O)/C=C/c2ccc(OC(F)F)cc2)cn1,-7,3.2,21,2.8,5,-7,1.0,24,-15,5.2,0
Cc1ccc(S(=O)(=O)c2nnn3c2nc(N2CCC(C(N)=O)CC2)c2ccccc23)cc1,3,-0.7,-8,-1.7,-14,-3,3.6,-8,9,2.4,1
CCC(=O)N/C(=N/c1nc(C)cc(C)n1)Nc1ccccc1,3,2.8,7,2.3,11,3,1.5,-3,-12,-0.2,-1
COCCCNC(=O)c1cc2c(=O)n(C)c3ccccc3c2n1C,8,0.9,6,-2.4,13,-2,2.3,-2,13,5.9,8
COc1ccc(N2CCc3c(C)nc4c(OC)cc(OC)cc4c32)cc1,20,-0.3,171,-2.8,0,5,3.8,-2,13,0.9,2
O=C(Nc1ccc2ncccc2c1)c1ccccc1,-13,1.6,9,-2.0,13,-8,3.4,-2,10,4.0,-16
CC(C)Cn1cc(F)c(=O)n(CC(C)C)c1=O,-3,1.7,571,0.4,-1,6,4.3,0,-2,1.9,6
COc1ccc(OCC(=O)Nc2ccc(S(=O)(=O)N3CCCC3)cc2)cc1,9,-1.2,14,-0.3,-10,-1,2.6,0,1,3.0,-1

# Compound activity from PubChem.
